MsrA inh – inhibits bovine methionine sulfoxide reductase A | inhibition, % at 15.5 µM | purified bovine MsrA, absorbance read-out | AID 651718 | 360,000 compounds, 0.75% hits; in the data active = inhibition above about 4.5%;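 note: 0% = vehicle wells with enzyme and 100% = reference inhibitor wells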
SUMO1-SIM PPI – alters human SUMO1 binding to SIM partners; P63165; SUMO1 binding to a labelled peptide, TR-FRET, 1 h; inhibition, % at 20 µM; 360,000 compounds, 0.33% hits; AID 602429; in the data active = inhibition above about 37%
CendR NRP1 mod – NRP-1/CendR interaction modulation; O14786; FAM-RPARPAR peptide binding to NRP-1, fluorescence polarization; inhibition, % at 25 µM; 360,000 compounds, 0.85% hits; AID 602438;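 active = inhibition or corrected inhibition above about 18%, plus a signal ratio from 0.5 to 1.5, limit read from the data, passing the limit was not always enough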; note: strong numbers were not always called active
Target sequence (O14786 whole entry, looked up): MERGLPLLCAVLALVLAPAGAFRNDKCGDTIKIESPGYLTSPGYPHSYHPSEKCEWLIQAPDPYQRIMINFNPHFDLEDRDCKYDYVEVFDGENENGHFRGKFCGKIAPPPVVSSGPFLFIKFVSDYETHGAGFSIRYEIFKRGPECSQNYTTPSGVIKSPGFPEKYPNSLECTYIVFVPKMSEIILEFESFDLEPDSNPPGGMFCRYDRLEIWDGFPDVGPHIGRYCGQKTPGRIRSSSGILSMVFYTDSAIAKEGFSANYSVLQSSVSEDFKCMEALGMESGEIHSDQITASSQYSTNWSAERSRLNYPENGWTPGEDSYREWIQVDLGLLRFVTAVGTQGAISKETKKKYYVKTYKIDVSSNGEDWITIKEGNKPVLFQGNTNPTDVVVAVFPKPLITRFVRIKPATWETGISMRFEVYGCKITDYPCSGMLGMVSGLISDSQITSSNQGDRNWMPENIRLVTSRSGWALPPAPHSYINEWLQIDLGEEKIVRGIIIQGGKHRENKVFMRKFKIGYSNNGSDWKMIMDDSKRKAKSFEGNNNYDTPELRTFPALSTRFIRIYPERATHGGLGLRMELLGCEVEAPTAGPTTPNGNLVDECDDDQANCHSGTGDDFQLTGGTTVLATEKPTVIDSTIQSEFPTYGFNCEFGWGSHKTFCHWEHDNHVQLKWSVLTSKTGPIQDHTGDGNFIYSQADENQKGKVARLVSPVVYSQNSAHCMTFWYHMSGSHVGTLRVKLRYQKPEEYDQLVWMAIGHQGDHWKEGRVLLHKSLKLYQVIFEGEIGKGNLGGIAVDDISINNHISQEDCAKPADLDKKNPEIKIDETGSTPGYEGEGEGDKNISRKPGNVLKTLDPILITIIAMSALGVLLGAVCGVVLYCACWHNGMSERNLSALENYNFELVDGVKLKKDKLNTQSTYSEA
STEP block – inhibitors of human striatal-enriched phosphatase STEP | inhibition, % at 20 µM | P54829 | AID 588621 | recombinant STEP, OMFP fluorogenic substrate, fluorescence | 360,000 compounds, 0.25% hits;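 active = inhibition at 20 µM, scaled per plate between control wells, above about 37%, limit read from the data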;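 note: 0% = DMSO with enzyme and substrate and 100% = substrate only without enzyme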
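medium = Bis-Tris buffer pH 6.0, 2.5 mM DTT, 0.005% Tween 20 | test system = STEP (striatal-enriched tyrosine phosphatase) enzyme, cell-free | measure = normalized % inhibition | compound dosing = 20 µM, 1% DMSO | also added = 25 µM OMFP | schedule = reaction 20 min, ambient temperature | measured by = fluorescence read at 480 nm ex / 540 nm em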
eLon inh – inhibits E. coli Lon protease. P0A9M0. purified E. coli Lon protease, fluorescence polarization. inhibition, % at 7.94 µM. 360,000 compounds, 0.42% hits. AID 602123; in the data active = inhibition above about 13%, passing the limit was not always enough;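 note: 0% = enzyme with probe and DMSO and 100% = no enzyme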
Scp1 inh – inhibitors of human Scp-1 phosphatase | Q9GZU7 | Recombinant Scp1, phosphopeptide, malachite green phosphate absorbance | inhibition, % at 20 µM | 340,000 compounds, 0.88% hits;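 active = inhibition above about 50% at 20 µM, limit read from the data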;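 note: plate controls were DMSO wells with enzyme for no effect and wells lacking enzyme for full effect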
Target sequence (Q9GZU7 76-261 limits assumed): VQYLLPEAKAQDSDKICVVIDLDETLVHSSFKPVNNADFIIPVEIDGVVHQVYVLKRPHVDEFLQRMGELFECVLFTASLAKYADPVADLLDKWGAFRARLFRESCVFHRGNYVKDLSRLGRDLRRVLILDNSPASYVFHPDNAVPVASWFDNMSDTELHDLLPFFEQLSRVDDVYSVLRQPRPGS
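System: SCP-1 catalytic domain; Reagent: Phospho 17-mer peptide substrate; Doses: one concentration, 20 µM, with 1.0% DMSO; Incubation: 45 min room-temperature reaction, 5 min colour, 30 min stabiliser; Signal: Phosphate-binding colour reagent, absorbance read at 630 nm.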
DNMT1 block – blocks human DNA methyltransferase DNMT1; DNMT1 molecular beacon, Hinp1I cleavage, fluorescence; inhibition (reported as % activation of signal), % at 10 µM; 360,000 compounds, 0.83% hits; AID 588458; in the data active = inhibition above about 50%
LMPTP inh – blocks human LMPTP phosphatase. 360,000 compounds, 0.22% hits. recombinant LMPTP-A, OMFP fluorogenic substrate, fluorescence intensity. inhibition, % at 20 µM. P24666;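 active = compounds that cut the enzyme signal by at least half of the control window in the single-dose screen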;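 note: plate controls were DMSO wells with enzyme plus substrate for no effect and substrate without enzyme for full effect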
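Assay system: LMPTP-A, protein tyrosine phosphatase of low molecular weight / Medium: pH 6.0 Bis-Tris buffer with DTT and Triton X-100 / Schedule: 50 min enzyme reaction at room temperature, protected from light / Measured by: endpoint fluorescence intensity from OMFP dephosphorylation / Read-out basis: % inhibition relative to no-enzyme and uninhibited control wells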
TbMetRS inhib – Trypanosoma brucei MetRS inhibition. 360,000 compounds, 0.4% hits. inhibition, % at 11.9 µM. purified T. brucei MetRS, ATP depletion, Kinase-Glo luminescence;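 active = inhibition above a per-plate cutoff of the control wells' mean inhibition plus 3 SD, cut at about 5.5% in these data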;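 note: 0% = DMSO wells median and 100% = median of wells with control inhibitor compound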
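Dosing: 11.9 µM compound single dose, 0.9% DMSO; Assay system: purified T. brucei MetRS enzyme; Measured by: Kinase-Glo luciferase luminescence reporting remaining unconsumed ATP; Schedule: 15 min plus 2 h at 25 °C.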
MsrA act – activators of bovine methionine sulfoxide reductase A | purified bovine MsrA, absorbance read-out | 360,000 compounds, 0.3% hits | activation, % at 10.6 µM; in the data active = activation above about 7.5%;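 note: 0% = vehicle and 100% = reference activator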
Numbers without * were called inactive; . = no result given. An unsorted share of the library, and some 4.3% of all compounds hit somewhere here.

no. | SMILES | SUMO1-SIM PPI | Scp1 inh | MsrA act | LMPTP inh | MsrA inh
1 | COC(=O)N/N=C/c1cn(CCOc2ccccc2)c2ccccc12 | 5 | 7 | -3 | 2.4 | -0.1
2 | COc1ccc(CCNC(=O)CCS(=O)(=O)c2ccc3c(c2)NC(=O)CS3)cc1OC | 2 | -9 | -1 | 2.0 | 0.3
3 | CCOC(=O)/C=C/c1ccccc1S(=O)(=O)NC(C)(C)C | -5 | -6 | -8 | -2.1 | 0.2
4 | CCOC(=O)c1n[nH]c(=O)c2ccccc12 | 1 | -4 | -1 | -2.2 | 0.8
5 | O=C(N/C(=C/c1ccc([N+](=O)[O-])cc1)C(=O)N1CCOCC1)c1ccco1 | -35 | -12 | -5 | -0.6 | 4.9*
6 | Cc1cc(C)cc(C(O)c2ncc(-c3ccccc3F)[nH]2)c1 (stereo not drawn) | 0 | . | -7 | -2.0 | 0.0
7 | COc1ccc2oc(=Nc3ccccc3)c(-c3nc4ccccc4[nH]3)cc2c1 | -7 | 18 | -8 | -1.6 | 0.6
8 | C/C(=N/Nc1nc(C)cc(C)n1)c1ccc(Br)cc1 | 3 | -5 | -2 | 0.1 | 2.3

no. | DNMT1 block | STEP block | eLon inh | TbMetRS inhib | CendR NRP1 mod
1 | -2 | -1 | 8 | 0.0 | 1
2 | -2 | -1 | -5 | -0.1 | -4
3 | -3 | -1 | 1 | 0.0 | 0
4 | 4 | 1 | 2 | -0.5 | 3
5 | 0 | -2 | 1 | -0.2 | 6
6 | 3 | -3 | 1 | 0.1 | 1
7 | 6 | -2 | -5 | -1.2 | -10
8 | -2 | -3 | -3 | -0.9 | 1

Given with tabs: part of the list above.
nr	mol	SUMO1-SIM PPI	Scp1 inh	MsrA act	LMPTP inh	MsrA inh	DNMT1 block	STEP block	eLon inh	TbMetRS inhib	CendR NRP1 mod
1	COC(=O)N/N=C/c1cn(CCOc2ccccc2)c2ccccc12	5	7	-3	2.4	-0.1	-2	-1	8	0.0	1
2	COc1ccc(CCNC(=O)CCS(=O)(=O)c2ccc3c(c2)NC(=O)CS3)cc1OC	2	-9	-1	2.0	0.3	-2	-1	-5	-0.1	-4
3	CCOC(=O)/C=C/c1ccccc1S(=O)(=O)NC(C)(C)C	-5	-6	-8	-2.1	0.2	-3	-1	1	0.0	0
4	CCOC(=O)c1n[nH]c(=O)c2ccccc12	1	-4	-1	-2.2	0.8	4	1	2	-0.5	3

New compounds follow
no. | SMILES | SUMO1-SIM PPI | Scp1 inh | MsrA act | LMPTP inh | MsrA inh
9 | COC1CCCN(Cc2c(C(=O)N3CCN(C4CCCCC4)CC3)nc3ccccn23)C1 (stereo not drawn) | -5 | -8 | -2 | -0.8 | 0.1
10 | CCCN1Cc2cccc(C(=O)Nc3ccc4c(c3)OCCO4)c2C1=O | 2 | -12 | 0 | 0.5 | -1.1
11 | CCOC(=O)N1CCN(CC(O)c2ccc3cc[nH]c3c2)CC1 (stereo not drawn) | -8 | -7 | -2 | 0.9 | -0.9
12 | COc1ccc(NC(=O)CSc2nnc(CCC(=O)O)c(=O)n2N)cc1 | -3 | -7 | -2 | -2.3 | 0.8
13 | COc1cccc(NC(=O)CN(C)C(=O)CC2CC3CCC2C3)c1 (stereo not drawn) | -2 | -9 | -5 | -0.4 | 2.3
14 | O=S(=O)(c1ccc(NC(=S)NC2CCCC2)cc1)N1CCCC1 | 1 | 1 | 1 | -0.5 | -0.9
15 | O=C(NCc1ccncc1)c1cc(C(=O)C2CC2)c[nH]1 | -1 | -5 | -1 | -0.5 | 0.0
16 | COc1ccc2cc(S(=O)(=O)N3CCCCC3)ccc2c1S(=O)(=O)N1CCCCC1 | -2 | -6 | -1 | 0.7 | 0.9

no. | DNMT1 block | STEP block | eLon inh | TbMetRS inhib | CendR NRP1 mod
9 | -2 | 0 | 13 | -0.3 | 8
10 | -3 | -2 | -5 | -0.3 | 2
11 | -4 | -1 | -5 | 0.1 | 3
12 | -1 | 0 | 1 | -0.3 | -6
13 | 3 | 0 | 0 | -0.5 | -7
14 | 6 | 3 | -3 | -0.6 | 8
15 | 0 | -2 | -4 | -0.8 | -1
16 | 2 | 2 | -5 | -0.8 | -10

(cont.)
no. | SMILES | SUMO1-SIM PPI | Scp1 inh | MsrA act | LMPTP inh | MsrA inh
17 | CCCOc1ccccc1C1CC(=O)Nc2cc3c(cc21)OCCO3 (stereo not drawn) | 2 | -20 | -1 | 2.3 | .
18 | CC1(C)CC(=O)C=C(Nc2ccc(F)c(Cl)c2)C1 | 8 | -13 | -3 | -0.8 | 0.1
19 | CCOC(=O)C1CCN(C(=O)Cn2ncc3c([nH]c4ccccc43)c2=O)CC1 | 2 | -3 | -4 | -0.7 | 1.3
20 | COC(=O)c1c(C(=O)OC)c2cc(C)ccn2c1Cl | 2 | 0 | -2 | 1.3 | 2.9
21 | Nc1nn2cc(-c3ccc(Br)cc3)nc2c2ccccc12 | 65* | 0 | -4 | 3.2 | 0.6
22 | CC1CCCCC1NC(=O)CSc1nnc(CN2CCOCC2)n1C (stereo not drawn) | 0 | 0 | -4 | -1.0 | -0.8
23 | COc1ccc(OC)c(C(=O)NC2CCCc3c2cnn3-c2cc(C)cc(C)c2)c1 (stereo not drawn) | 7 | . | -1 | 2.1 | 0.1
24 | CCOc1ccc(C(=O)NC(=S)NCc2cccnc2)cc1[N+](=O)[O-] | -21 | -2 | -1 | 1.5 | -1.0

no. | DNMT1 block | STEP block | eLon inh | TbMetRS inhib | CendR NRP1 mod
17 | -6 | 5 | 8 | -0.4 | 11
18 | -3 | -4 | -10 | 0.0 | -3
19 | -3 | -4 | -9 | -0.3 | -2
20 | -2 | -1 | -2 | -0.3 | 9
21 | -3 | -4 | -2 | 2.0 | -15
22 | 3 | 0 | -5 | -0.5 | 7
23 | 3 | 3 | 6 | 0.3 | -4
24 | 5 | -2 | -12 | 0.5 | -6

Next part:
no. | SMILES | SUMO1-SIM PPI | Scp1 inh | MsrA act | LMPTP inh | MsrA inh
25 | CCOC(=O)c1c(S(=O)(=O)N2CCCC(C)C2)c(C)n(C)c1C (stereo not drawn) | -1 | -3 | -1 | -0.8 | -0.7
26 | CC(=O)n1c(=O)c2ccccc2c(=O)n1-c1ccccc1 | 3 | -12 | -3 | -1.7 | 1.1
27 | COc1ccc(/C=C(\C#N)C(=O)NCC(c2ccc(F)cc2)N2CCOCC2)cc1 (stereo not drawn) | -26 | -8 | -1 | 2.4 | 1.4
28 | CN(C)CC(C)(C)CNC(=S)Nc1cc(S(=O)(=O)N2CCOCC2)ccc1Cl | -2 | 0 | -11 | -1.1 | 1.0
29 | COCCOc1cc(-n2ccnc2SC)c(Cl)cc1Cl | 2 | 0 | -7 | -1.9 | -0.3
30 | Cc1ccc(-c2cc(C(=O)N3CCCc4ccccc43)c3ccccc3n2)cc1 | 1 | 6 | -9 | 4.9 | 2.1
31 | Cn1cc(/C=N\O)nc2c(=O)n(-c3ccccc3)c(=O)nc1-2 | -17 | -4 | -3 | -0.8 | 0.5
32 | CCOC1=C2CN(S(=O)(=O)c3ccc(C)cc3)CC[C@@H]2N(S(=O)(=O)c2ccc(C)cc2)[C@H](c2ccccc2)C1 | 2 | . | -4 | 1.1 | 0.5

no. | DNMT1 block | STEP block | eLon inh | TbMetRS inhib | CendR NRP1 mod
25 | -1 | -4 | -4 | -0.5 | 8
26 | 2 | -1 | -7 | -0.9 | -6
27 | -4 | -3 | -1 | -0.2 | -1
28 | -4 | -2 | -2 | -0.6 | 2
29 | -3 | -7 | 1 | 0.4 | -11
30 | -5 | 6 | -1 | -0.6 | 9
31 | 2 | 2 | -2 | -0.1 | -2
32 | 5 | 2 | 5 | -0.8 | 6

Carrying on:
no. | SMILES | SUMO1-SIM PPI | Scp1 inh | MsrA act | LMPTP inh | MsrA inh
33 | CC(NC(=O)CC1Nc2ccccc2NC1=O)c1ccccc1 (stereo not drawn) | -6 | -1 | -3 | -1.3 | 2.2
34 | Cc1ccnc(NC(=O)c2ccc3c(c2)S(=O)(=O)c2ccccc2C3=O)c1 | -27 | -7 | -1 | 0.1 | 0.6
35 | CCc1ccccc1NC(=O)C1CCCN1S(=O)(=O)c1ccc(-c2ccc(=O)[nH]n2)s1 (stereo not drawn) | -8 | 10 | -10 | 2.9 | 1.8
36 | COc1ccccc1NC(=O)c1ccc(NC(=O)CSc2ncccn2)cc1 | -2 | -5 | -1 | -1.2 | -0.2
37 | COc1ccc2c(c1OC)C(=O)N(c1ccc(O)cc1)C2=O | -18 | -10 | -3 | 0.3 | 0.4
38 | NC1=NC(=O)/C(=C/c2ccccc2OCC(=O)Nc2ccc(F)cc2)S1 | -1 | -5 | -1 | 13 | -0.1
39 | COc1ccc(C(=O)Nc2ccc3c(c2)OCCO3)c(OC)c1 | 5 | . | 1 | -0.8 | -0.5
40 | CCOc1ccccc1NC(=O)COC(=O)CNS(=O)(=O)c1ccc(C)cc1 | 3 | -6 | -3 | -1.3 | 0.0

no. | DNMT1 block | STEP block | eLon inh | TbMetRS inhib | CendR NRP1 mod
33 | -2 | 4 | 1 | -0.6 | -102
34 | 1 | 0 | 5 | 0.4 | -7
35 | -9 | 0 | -4 | -0.1 | -3
36 | 3 | -2 | -6 | -0.1 | 4
37 | 2 | -1 | -4 | -0.2 | 5
38 | 5 | 1 | -6 | 0.1 | -14
39 | 1 | -3 | -12 | 0.3 | -6
40 | -4 | -4 | -8 | 0.1 | 0

Continued:
no. | SMILES | SUMO1-SIM PPI | Scp1 inh | MsrA act | LMPTP inh | MsrA inh
41 | CN1CCN(CC(=O)N2c3ccccc3C(C)(c3ccc(Cl)cc3)CC2(C)C)CC1 (stereo not drawn) | 0 | -1 | -2 | -1.3 | -0.4
42 | Cc1ccc(SCCNC(=O)c2ccc(CN3CCOCC3)cc2)cc1 | 1 | -5 | -3 | -0.3 | 1.2
43 | O=Cc1ccc(OCc2cccc(C(F)(F)F)c2)cc1O | 6 | 62* | -4 | 2.9 | 1.6
44 | COc1ccc(CN2CCN(C(=O)c3ccco3)CC2)c(OC)c1OC | -8 | -7 | -1 | 0.9 | -0.4
45 | C[C@@H]1ON(C)[C@H]2C[C@H]3c4cc(-c5cccc(F)c5)ccc4CCN3C(=O)[C@@H]12 | 4 | -8 | 0 | 0.3 | 0.1
46 | CCN1C(=O)CC(Sc2ccccc2N)C1=O (stereo not drawn) | -2 | -11 | -12 | 1.1 | 1.1
47 | Cc1ccc(Cn2c(=N)c(S(=O)(=O)c3ccc(C)cc3)cc3c(=O)n4ccccc4nc32)cc1 | -2 | 23 | -9 | 3.5 | -0.5

no. | DNMT1 block | STEP block | eLon inh | TbMetRS inhib | CendR NRP1 mod
41 | -5 | -4 | -3 | -0.7 | 8
42 | 1 | 3 | -3 | -0.1 | -4
43 | 0 | 8 | 1 | 0.6 | -5
44 | 5 | -1 | -4 | -1.0 | 10
45 | 2 | 2 | 3 | 0.1 | -10
46 | -3 | -9 | -18 | 1.7 | 3
47 | 20 | 2 | -9 | -0.9 | -25
